KCNK3 block: human KCNK3 channel inhibitors, primary screen, CHO cells, FluxOR thallium flux, B-score; FluxOR fluorescence; stronger effect = lower value; B-score at 10 µM; 340,000 tested, 0.84% active; AID 602410, 2012;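 active = B-score under library mean minus 4 SD, starting fluorescence ratio at most library mean plus 5 SD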;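 note: more negative B-score means stronger inhibition of thallium flux through KCNK3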
Target sequence (O14649 whole entry, looked up): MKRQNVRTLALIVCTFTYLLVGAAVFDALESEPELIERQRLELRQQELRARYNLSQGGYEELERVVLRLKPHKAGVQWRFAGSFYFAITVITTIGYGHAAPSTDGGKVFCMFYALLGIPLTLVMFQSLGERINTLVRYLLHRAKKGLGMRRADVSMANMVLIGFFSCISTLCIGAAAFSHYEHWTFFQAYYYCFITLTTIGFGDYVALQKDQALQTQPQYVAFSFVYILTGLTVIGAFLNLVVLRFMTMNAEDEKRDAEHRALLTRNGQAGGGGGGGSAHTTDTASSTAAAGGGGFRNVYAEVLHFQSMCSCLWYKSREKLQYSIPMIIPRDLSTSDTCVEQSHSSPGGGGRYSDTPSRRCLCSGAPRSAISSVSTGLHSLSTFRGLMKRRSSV
RGS4 act: RGS4 potentiators or activators, primary screen, cell-based, HEK293 M3R inducible RGS4, calcium flux; B-score at 10 µM; AID 463111, 2010; carbachol calcium flux Fluo4; stronger effect = lower value; 310,000 tested, 0.92% active;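 active = B-score of the integrated calcium signal more than 4 SD below the library mean, with starting fluorescence not abnormally high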;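 note: negative B-score means reduced calcium response which marks RGS4 activation or potentiation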
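Reagent: ECmax carbachol challenge; Test system: M3R-expressing HEK293 line, RGS4 induced by doxycycline; Schedule: overnight RGS4 induction, 30 min dye load 37 °C, 20 min compound RT; Detection: calcium dye Fluo4 fluorescence; Read-out: Agonist-evoked peak-minus-minimum fluorescence over baseline, integrated ratio, B score.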
TMEM16A act: TMEM16A chloride channel activators or potentiators, primary screen, cell-based, HTS; Anoctamin-1 (Mus musculus), Q8BHY3; HEK293 TMEM16A/YFP-H148Q/I152L, iodide quench fluorescence; stronger effect = lower value; B-score at 10 µM; 340,000 tested, 0.3% active; AID 623877, 2012;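 active = fluorescence-ratio B-score plate-corrected deviation score at least 3 library SD below zero, with starting fluorescence score within 5 deviations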;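 note: channel opened by trigger with iodide after compound preincubation; score built on the fluorescence ratio of max minus min over baseline; more negative score means more quench and so TMEM16A activation or potentiation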
ANO1 block: TMEM16A chloride channel inhibitors, primary screen, cell-based, HTS; Anoctamin-1 (Mus musculus), Q8BHY3; normalized B-score (activity score, 25-100; higher = stronger inhibition) at 10 µM; 310,000 tested, 1.2% active; AID 588511, 2011; HEK293 TMEM16A/YFP iodide influx fluorescence, ionomycin;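 active = ratio plate-corrected score three or more library SD toward inhibition, starting fluorescence score within five deviations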;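 note: score derived from kinetic fluorescence span divided by baseline fluorescence per well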
MrgX1 PAM: positive allosteric modulators of MrgX1, primary screen, HEK293 cells, Fluo-4 calcium flux; AID 588675, 2011; B-score at 10 µM; FDSS; stronger effect = higher value; 310,000 tested, 0.63% active; Mas-related G-protein coupled receptor member X1 (Homo sapiens), Q96LB2;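 active = plate-corrected calcium response at least 3 library SD above typical, normal starting fluorescence, not activating the receptor alone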;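 note: compound read alongside a low EC10 to EC30 dose of BAM8-22 agonist; peak minus trough fluorescence over baseline measured at the second addition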
KCNK9 inh: KCNK9 potassium channel inhibitors, primary screen, HEK293 cells, thallium flux; Potassium channel subfamily K member 9 (Homo sapiens), Q9NPC2; FluxOR thallium flux fluorescence; stronger effect = lower value; B-score at 10 µM; 310,000 tested, 1.2% active; AID 488922, 2010;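 active = ratio B-score over 3 SD below the library mean, with starting fluorescence within 5 SD of its mean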;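 note: negative B-score means less thallium flux so channel inhibition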
Target sequence (Q9NPC2 whole entry, looked up): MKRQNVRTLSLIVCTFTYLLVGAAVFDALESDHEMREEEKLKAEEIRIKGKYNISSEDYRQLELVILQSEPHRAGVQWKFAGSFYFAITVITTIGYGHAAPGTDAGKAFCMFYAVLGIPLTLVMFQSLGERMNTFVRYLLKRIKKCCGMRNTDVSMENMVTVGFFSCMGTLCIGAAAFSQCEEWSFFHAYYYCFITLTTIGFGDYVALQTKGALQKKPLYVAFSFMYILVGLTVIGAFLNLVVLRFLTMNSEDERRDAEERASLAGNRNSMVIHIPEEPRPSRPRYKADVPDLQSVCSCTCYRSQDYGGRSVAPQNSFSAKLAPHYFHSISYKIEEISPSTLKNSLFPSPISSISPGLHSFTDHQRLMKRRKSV
hERG rescue: hERG rescue from dofetilide block, primary screen, cell-based, CHO-hERG, FluxOR thallium flux, dofetilide IC70; dofetilide IC70 present; activation (rescue from dofetilide block), less the hit threshold, % at 10 µM; 310,000 tested, 0.51% active; AID 1511, 2009;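 active = activation above the mean of controls blocked by dofetilide plus 5 SD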;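 note: thallium influx through hERG after potassium depolarization seen as dye fluorescence rise; in these data hits start at about 4.7%; inactives centre near -7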
KCNQ1 inh: inhibitors of human KCNQ1 channel, primary screen, cell-based, thallium flux, high-throughput. 310,000 tested, 1.3% active. Potassium voltage-gated channel subfamily KQT member 1 (Homo sapiens), P51787. CHO-K1 KCNQ1, FluxOR thallium flux fluorescence; stronger effect = higher value. B-score at 10 µM. AID 2642, 2010;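 active = compounds whose thallium flux B-score, printed positive for inhibition, exceeds three library SD while starting fluorescence stays within three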;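 note: channel opened by potassium depolarization with thallium stimulus after 20 min compound exposure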
MrgX1 agonist: agonists of human MrgX1 receptor, primary screen, HEK293 cells, Fluo-4 calcium flux. Fluo-4 calcium fluorescence, agonist mode; stronger effect = higher value. B-score at 10 µM. 310,000 tested, 0.44% active;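 active = calcium response B-score plate-corrected fluorescence ratio at least 3 library SD, with starting fluorescence B-score inside 5 SD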
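times = overnight plating, then 30 min 37 °C plus 30 min room-temperature dye loading | assay system = stable human MrgX1 HEK293 cell line | input = fifteen thousand cells per well | signal = kinetic calcium dye fluorescence, Fluo-4 NW | dosing = compound delivered in addition one of three | read-out = B-scored fluorescence response ratio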
KCNQ1 act: potentiators or activators of KCNQ1 channel, primary screen, cell-based, thallium flux, high-throughput; Potassium voltage-gated channel subfamily KQT member 1 (Homo sapiens), P51787; CHO-K1 KCNQ1, thallium flux FluxOR fluorescence; stronger effect = higher value; B-score at 10 µM; 310,000 tested, 0.35% active; AID 2648, 2010;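 active = fluorescence ratio B-score, a plate-corrected score, at least three library SD, with initial intensity B-score within 5 SD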
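System: CHO-K1 cells stably expressing KCNQ1 / Medium: assay buffer for compound exposure, DMSO matched across wells / Reagent: thallium- and potassium-containing depolarizing buffer / Compound: one concentration, matched DMSO / Incubation: 20 min compound pretreatment at room temperature / Measured by: kinetic FluxOR fluorescence, 10 s baseline plus 110 s post-stimulus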
RGS4 block: RGS4 inhibitors, primary screen, cell-based, HEK293 M3R inducible RGS4, calcium flux; 310,000 tested, 0.45% active; B-score at 10 µM; Fluo-4 calcium flux; stronger effect = higher value; triggered by carbachol at its EC20; Regulator of G-protein signaling 4 (Homo sapiens), P49798;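 active = B-score, a plate-corrected calcium signal, over three deviations above library mean, with baseline fluorescence within five deviations of library mean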;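 note: RGS4 expression induced by doxycycline in cells with stable M3 receptor; B-score is computed from the integrated fluorescence ratio over baseline after carbachol; higher B-score means a larger calcium signal and so more RGS4 inhibition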
Target sequence (P49798 whole entry, looked up): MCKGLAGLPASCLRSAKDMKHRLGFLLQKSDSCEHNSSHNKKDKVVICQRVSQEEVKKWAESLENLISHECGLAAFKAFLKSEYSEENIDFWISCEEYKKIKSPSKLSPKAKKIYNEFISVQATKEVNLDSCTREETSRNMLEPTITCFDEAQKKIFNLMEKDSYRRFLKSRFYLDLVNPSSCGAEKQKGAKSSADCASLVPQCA
The depositor's hits bear a star; i = inactive; / = not tested or not shown. Hits appear at their usual frequency; 6.3% or so of the library scored in one or more.

SMILES	KCNK3 block	RGS4 act	TMEM16A act	ANO1 block	MrgX1 PAM	KCNK9 inh	hERG rescue	KCNQ1 inh	MrgX1 agonist	KCNQ1 act	RGS4 block
CC(Sc1nnc(CC(=O)Nc2ccccc2F)n1C)C(=O)Nc1nccs1 (centres undefined)	i	i	i	i	i	i	-3	i	i	i	i
CCN(CC)C(=S)SCc1csc(CC(=O)Nc2ccccc2C)n1	i	i	i	i	9.8*	i	-7	i	i	i	i
O/N=C/c1cc(Br)ccc1OCc1ccc(F)cc1	i	i	i	i	i	i	-6	i	i	i	i
Cc1ccccc1NC(=O)c1nc(S(C)(=O)=O)ncc1Cl	i	i	i	i	i	i	-20	i	i	i	i
CSc1ccc(S(=O)(=O)NCCOc2ccccc2C)cc1	i	i	i	i	i	i	-2	i	i	i	i
CCCC(=O)Nc1sc2c(c1C(=O)Nc1ccccn1)CCCC2	i	i	i	i	i	i	-20	i	i	i	i
COc1ccc(/C=N/NC(=O)CCCOc2ccc(Cl)cc2Cl)cc1[N+](=O)[O-]	i	i	i	i	i	i	-7	i	i	i	i
CCc1ccccc1NC(=O)NNC(=O)c1ccc2ccccc2c1O	i	i	i	i	i	i	-5	i	i	i	i
CC(=O)OC1OCCOC1NC(=S)NCc1ccco1 (centres undefined)	i	i	i	i	i	i	-6	i	i	i	i
CCOC(=O)N1CCN(C(=O)C(=O)NNC(=O)COc2ccc(Cl)c(C)c2)CC1	i	i	i	i	i	i	-11	i	i	i	i
O=C(CN1CCN(c2ccccn2)CC1)Nc1ccccc1C(=O)Nc1ccccc1	i	i	i	i	i	i	-22	i	i	i	i
CC(C)NS(=O)(=O)c1cc(C(=O)O)ccc1Cl	i	i	i	i	i	i	-4	i	i	i	i
O=S(Cc1ccccc1)CC(O)(c1ccc(Cl)cc1)c1ccc(Cl)cc1 (centres undefined)	i	i	i	i	i	i	-13	i	i	i	i
Cn1c(=O)c2c(nc(SCC(=O)OCc3ccccc3)n2C)n(C)c1=O	i	i	i	/	/	i	-12	i	/	i	i
COc1cc2c(cc1NC(=O)CN1CCN(S(=O)(=O)c3ccc(F)cc3)CC1)oc1ccccc12	i	i	i	i	i	i	-9	i	i	i	i
CC(=O)c1sc(NC(=O)CCCOc2ccccc2C)nc1C	i	i	i	i	i	i	-6	i	i	i	i
CCn1ccnc1C(O)c1ccccc1OC (centres undefined)	i	i	i	i	i	i	3	i	i	i	i
Cc1ccc(S(=O)(=O)Nc2nnc(CC(C)(C)C)s2)cc1	i	i	i	i	i	i	-5	i	i	i	i
CC(=O)c1ccc(NS(=O)(=O)c2ccccc2)cc1	i	i	i	i	i	i	-6	i	i	i	i
Cc1ccc(NC(=O)c2ccccc2)s1	i	i	i	i	i	i	-16	i	i	i	i
Cc1ccc(NC(=S)NCC2CCCO2)cc1C (centres undefined)	i	i	i	i	i	i	1	i	i	i	i
Cc1c(C)c2ccc(OCC(=O)NC(Cc3ccc(Cl)cc3)C(=O)O)cc2oc1=O (centres undefined)	i	i	i	i	i	i	-4	i	i	i	i
O=C(CN1CCc2ccccc21)NC(c1ccccc1)c1ccccc1	i	i	i	i	i	i	-6	i	i	i	i
COc1ccc(-n2c(SCC(=O)NCC3CCCO3)nc3c(c2=O)SCC3)cc1OC (centres undefined)	i	i	i	i	i	i	-7	i	i	i	i
Clc1cccc(Cl)c1COc1ccccn1	i	i	i	i	i	i	-9	i	i	i	i
O=C(OCc1cn(Cc2ccccc2)nn1)c1ccccc1	i	i	i	i	i	i	-10	i	i	i	i
Cc1ccccc1NC(=S)NC(=O)c1cc(-c2ccccc2)nc2ccccc12	i	i	i	i	i	i	3	i	i	19*	i
C#CCOCCOCCOCCNc1nc(N2CCN(C(=O)CCCCCCCCCCNC(=O)[C@@H](CCC(=O)O)n3cc(CCCCCN)nn3)CC2)nc(N2CCN(C(=O)CCCCCCCCCCNC(=O)[C@H]([C@@H](C)CC)n3cc(CCCCCN)nn3)CC2)n1	i	/	i	i	i	/	/	/	i	/	/
C#CCOCCOCCOCCNc1nc(N2CCN(C(=O)CCCCCCCCCCNC(=O)[C@H](CCCCN)n3cc(C[C@@H](C)CC)nn3)CC2)nc(N2CCN(C(=O)CCCCCCCCCCNC(=O)[C@@H]([C@H](C)O)n3cc(C)nn3)CC2)n1	i	/	-18*	i	6.9*	/	/	/	i	/	/
O=[N+]([O-])c1cccc(S(=O)(=O)[N-]c2nc3ccccc3nc2-n2cc[n+](Cc3ccccc3)c2)c1	i	i	i	i	i	i	-12	i	i	i	i
COc1ccc(-c2noc(CNS(=O)(=O)c3ccc(NC(C)=O)cc3)n2)cc1OC	i	i	i	i	i	i	-3	i	i	i	i
CCOCCCNC(=O)CN1C(=O)CSc2cc(S(=O)(=O)N3CCCCCC3)ccc21	i	i	i	i	i	i	-11	i	i	i	i
CCCn1nnnc1SCC(=O)Nc1nnc(CC)s1	i	i	i	i	i	i	17*	i	i	i	i
O=C(O)Cc1ccc(O)c(F)c1	i	i	i	i	i	i	-5	i	i	i	i
Cc1ccc(-c2nn(-c3ccccc3)cc2/C=N/NC(=O)c2ccncc2)o1	i	i	i	i	i	i	-10	i	i	i	i
C[C@@H]1C=C(C(=O)N2CCOCC2)O[C@H](OCc2ccc(CO)cc2)C1	i	i	i	i	i	i	-4	i	i	i	i
CCN1CCCC1CNC(=O)C1CCCN(S(=O)(=O)c2cccc3nsnc23)C1 (centres undefined)	i	i	i	i	i	i	0	i	i	i	i
COc1cc(/C=N/NC(=O)c2cccnc2)ccc1OC(=O)c1cccc(Br)c1	i	i	i	i	i	i	-4	i	i	i	i
O=c1cc(Cl)c(-c2ccccc2)n[nH]1	i	i	i	i	i	i	-5	i	i	i	i
C/C(=N\NC(=O)c1cccc(S(=O)(=O)N2CCCC2)c1)c1ccc(OCC(=O)N(C)C)cc1	i	i	i	i	i	i	-9	i	i	i	i
O=C(NCC1CCCO1)c1c(O)c2ccccc2[nH]c1=O (centres undefined)	i	i	i	i	i	i	-10	i	i	i	i
COc1ccc(C(=O)NC(=S)NNC(=O)c2c(-c3ccccc3)noc2C)cc1OC	i	i	i	i	i	i	-6	i	81*	i	i
CN1CCN(CCCCOc2ccc(Br)cc2)CC1	i	i	i	i	i	i	-5	i	i	i	i
CC(C)NC(=O)c1ccc2c(c1)N(CC(=O)N1CCCCC1)C(=O)C(C)(C)O2	i	i	i	i	i	i	-6	i	i	i	i
O=C(c1nc2ccccn2c1CN1CCC(Cc2ccccc2)CC1)N1CCCC1	i	i	i	i	i	i	-10	i	i	i	i
CC(=O)N1CCN(c2nc(C)nc3sc4c(c23)CCC(C)C4)CC1 (centres undefined)	i	i	i	i	i	i	-11	i	i	i	i
COc1ccc2c3c(c(=O)oc2c1OCC(=O)O)CCCC3	i	i	i	i	i	i	-5	i	i	i	i
Cc1ccc(C(=O)NC(=S)Nc2ccc(NC(=O)c3cccc(Cl)c3)cc2)cc1	i	i	i	i	i	i	-7	i	i	i	i
CCOc1cc(/C=N/NC(=O)c2ccc(CN3CCOCC3)cc2)ccc1OC	i	i	i	i	i	i	-11	i	i	i	i
COc1cc(/C=C2/SC(=Nc3ccc(O)cc3)NC2=O)ccc1O	i	i	i	i	i	i	-18	i	i	i	i

New compounds follow
SMILES	KCNK3 block	RGS4 act	TMEM16A act	ANO1 block	MrgX1 PAM	KCNK9 inh	hERG rescue	KCNQ1 inh	MrgX1 agonist	KCNQ1 act	RGS4 block
Cc1ccc(N=CC2=C(O)CC(c3cccc(Cl)c3)CC2=O)cc1 (centres undefined)	i	i	i	i	i	i	-4	i	i	i	i
Cn1c(=O)c2ncn(CC(=O)N/N=C/C=C/c3ccccc3)c2n(C)c1=O	i	i	i	i	i	i	-9	i	i	i	i
COC(=O)c1ccc(N2C(=O)C3CC=CC(C)C3C2=O)cc1 (centres undefined)	i	i	i	i	i	i	-4	i	i	i	i
Cc1noc(C)c1C(=O)Nc1ccc(C#N)cc1	i	i	i	i	i	i	0	i	i	i	i
CC(C)(CNC(=O)CC1C(=O)NCCN1Cc1cccc(F)c1)N1CCOCC1 (centres undefined)	i	i	i	i	i	i	-1	i	i	i	i
O=C(CSc1ncn[nH]1)NCc1ccc(Cl)cc1	i	i	i	i	i	i	-10	i	i	i	i
Cc1nnc(SCC(=O)N(Cc2ccccc2)C(C)(C)C)[nH]c1=O	i	i	i	i	i	i	-5	i	i	i	i
COc1ccccc1/C=C/C(=O)c1ccccc1	i	i	i	i	i	i	-7	i	i	i	i
Cc1cc(C)n(-c2nc(C(=O)O)cs2)n1	i	i	i	i	i	i	-4	i	i	i	i
C=CCOC(=O)C1C(=O)CC(C)(O)C(C(=O)OCC=C)C1c1ccc(N(C)C)cc1 (centres undefined)	i	i	i	i	i	i	-26	i	i	i	i
CN(C)c1ccc(C(c2nnnn2CCOC(=O)Nc2ccc(Cl)cc2)N2CCOCC2)cc1 (centres undefined)	i	i	i	/	/	i	-9	i	/	i	i
CC(NC(=O)CCCOc1ccc(Cl)cc1)c1ccccc1 (centres undefined)	i	i	i	i	i	i	-11	i	i	i	i
COc1ccccc1NC(=O)/C=C/C(=O)O	i	i	i	i	i	i	-12	i	i	i	i
